eIF4E-4G inh: blocks eIF4E binding to eIF4G | P63073+Q04637 | TR-FRET eIF4E-eIF4GI(517-606) binding, 2 h | inhibition, % at 21.7 µM | 220,000 compounds, 0.37% hits | AID 782;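 active = inhibition above about 30%, limit read from the data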;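 note: 0% = full FRET control wells and 100% = background wells lacking eIF4GI fragment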
EBV gp42 inh: blocks Epstein-Barr virus glycoprotein 42 binding; Q1HVG2; Fluorescence polarization binding assay, mP read-out; inhibition, % (tested at 21.74 µM); 220,000 compounds, 0.42% hits; AID 1085; in the data active = inhibition above about 50%
Target sequence (Q1HVG2 whole entry, looked up): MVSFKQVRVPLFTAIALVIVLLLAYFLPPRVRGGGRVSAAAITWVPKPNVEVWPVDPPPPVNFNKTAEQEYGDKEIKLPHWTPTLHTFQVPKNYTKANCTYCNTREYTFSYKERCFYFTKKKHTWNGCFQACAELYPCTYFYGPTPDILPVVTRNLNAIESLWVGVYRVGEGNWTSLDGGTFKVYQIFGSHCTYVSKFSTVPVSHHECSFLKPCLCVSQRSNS
PERK inhibitor: inhibitors of human PERK kinase; Q9NZJ5; CHO PERK-DD fusion, SEAP luminescence translation reporter; inhibition, % at 5.6 µM; 220,000 compounds, 0.17% hits;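 active = inhibition above the mean inhibition of all tested compounds plus 3 SD, set separately per screening campaign, cut at about 2.9% in these data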;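 note: PERK kinase domain activated by AP20187 dimerizer at 100 nM; 0% = DMSO with dimerizer and 100% = rapamycin at 8.4 µM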
Calpain2 inh: inhibitors of pig calpain II | purified calpain II, fluorogenic peptide substrate, 30 min | inhibition, % at 16 µM | 220,000 compounds, 0.37% hits;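 active = inhibition above about 50%, limit read from the data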
Rad51 HR inh: Rad51 (human) homologous recombination inhibition | inhibition, % at 10 µM | hRad51 DNA strand exchange, fluorescence dequenching | Q06609 | 200,000 compounds, 0.085% hits;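 active = inhibition above 40% at the single screening dose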;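 note: 0% = DMSO control wells and 100% = blanks with heterologous ssDNA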
Target sequence (Q06609 whole entry, looked up): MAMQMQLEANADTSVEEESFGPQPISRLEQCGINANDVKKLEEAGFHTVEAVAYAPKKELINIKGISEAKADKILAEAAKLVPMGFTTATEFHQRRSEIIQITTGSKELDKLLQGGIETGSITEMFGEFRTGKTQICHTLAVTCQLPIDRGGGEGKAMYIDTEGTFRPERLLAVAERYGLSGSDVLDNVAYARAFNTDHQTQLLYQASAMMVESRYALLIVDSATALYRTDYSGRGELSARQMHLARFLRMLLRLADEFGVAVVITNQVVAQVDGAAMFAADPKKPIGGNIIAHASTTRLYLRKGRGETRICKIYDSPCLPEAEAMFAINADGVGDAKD
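System: human Rad51 nucleoprotein filaments preassembled on unlabelled ssDNA. Reagent: labelled 47-mer dsDNA for strand exchange. Schedule: 30-min compound preincubation and 15-min exchange, both room temperature. Measured by: FRET fluorescence dequenching, excitation 485 nm, emission 520 nm. Read-out: Fluorescence-based percent inhibition, control- and blank-normalised. Benchmarks: plate controls and plate blanks.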
TNF death inh: TNF-alpha cell death inhibition in Jurkat FADD-/- cells | Jurkat FADD-/- TNF necroptosis rescue, ATP luminescence, 24 h; 0 = TNF only, 100 = no-TNF cells | AID 463075 | 220,000 compounds, 0.068% hits | activation (protection from cell death), % at 10 µM;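 active = activation, meaning protection from cell death, of at least 50% relative to plate controls; inactive = activation below 50%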;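 note: necroptosis triggered by 40 ng/mL TNF-alpha added together with compound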
L929 necroptosis: blocks zVAD induced death of L929 cells; L929 zVAD necroptosis rescue, ATP luminescence, 24 h; with zVAD 60 µM; viability rescue, % at 10 µM; 220,000 compounds, 0.38% hits; AID 1377;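 active = activation, scaled between plate controls, above about 75%, limit read from the data; inactive = activation under that limit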;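 note: 0% = zVAD with DMSO and 100% = DMSO alone without zVAD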
KCC2 mod: KCC2 (human) Cl- transport modulation; Q9H2X9; KCC2 cells, thallium flux FluoZin-2 fluorescence; B-score of Tl+ flux slope (higher = more flux/activation; lower = inhibition) at 10 µM; 190,000 compounds, 2.2% hits; AID 1456;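 active = thallium flux slope and its plate-corrected score both differing from the plate sample mean at a set confidence after two filtering rounds, in either direction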;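 note: slope of fluorescence scaled to starting intensity during 10 to 20 s after thallium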
MDM2 E3 inh: blocks human Mdm2 ubiquitin ligase activity | 210,000 compounds, 0.11% hits | AID 1230 | cell-based MDM2 ubiquitination luciferase reporter, 2 h; 0 = plate control, 100 = twice control, blank-subtracted | signal enhancement, % at 5 µM | Q00987;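 active = signal enhancement of 30% or more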;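 note: luminescence tracks abundance of the self-degrading MDM2-luciferase fusion protein; higher signal means inhibition of MDM2 E3 ligase activity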
Target sequence (Q00987 whole entry, looked up, the tested form may be a part): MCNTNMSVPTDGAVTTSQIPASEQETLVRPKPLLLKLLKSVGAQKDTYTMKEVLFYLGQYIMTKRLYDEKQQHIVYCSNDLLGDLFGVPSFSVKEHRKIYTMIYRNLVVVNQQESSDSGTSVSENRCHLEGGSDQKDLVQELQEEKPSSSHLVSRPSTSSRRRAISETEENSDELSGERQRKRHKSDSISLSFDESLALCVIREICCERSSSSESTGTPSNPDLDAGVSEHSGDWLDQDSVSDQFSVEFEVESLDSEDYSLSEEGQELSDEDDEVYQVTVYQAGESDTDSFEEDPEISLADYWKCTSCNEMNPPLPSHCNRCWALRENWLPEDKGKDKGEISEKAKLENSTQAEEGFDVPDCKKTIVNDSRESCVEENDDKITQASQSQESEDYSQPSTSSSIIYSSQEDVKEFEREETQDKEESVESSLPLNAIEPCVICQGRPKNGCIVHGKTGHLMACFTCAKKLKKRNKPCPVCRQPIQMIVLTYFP
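Buffer or medium: Cells held in DMEM | Assay system: Stable mammalian line carrying autodegrading MDM2–luciferase fusion reporter | Quantity: 2000 cells/well | Times: 4 h settle plus 2 h compound, 37 °C | Doses: One concentration, 5 µM, with 0.2% DMSO | Technique: Luminescence with SteadyLite reagent, 15 min at room temperature | Benchmarks: Plate controls and plate blanks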
The depositor's hits bear a star; i = inactive; x = not tested or not shown; & = joins results of further samples; [ ] = remark or other dose.

SMILES | eIF4E-4G inh | EBV gp42 inh | PERK inhibitor | Calpain2 inh | Rad51 HR inh | TNF death inh | L929 necroptosis | KCC2 mod | MDM2 E3 inh
CNC(=O)CN1C(=O)c2ccccc2S1(=O)=O | 0 | -7 | 1.5 | -16 | -2 | 0.5 | -0.4 | x | 0
COc1ccc(OC)c(NC(=O)CN(C)CC(=O)Nc2ccccc2Br)c1 | 5 | -12 | -0.5 | 2 | 0 | 0.3 | 0.1 | 0.46 | -3
O=C(CNC(=O)/C(=C\c1ccccc1)NC(=O)c1ccc(Br)cc1)OCc1ccccc1 | -3[fluorescence artefact?] | -2 | 0.9 | 33 | -7 | -3.1 | -0.5 | -5.6* | -7
O=C(NN1C(=O)c2ccc3c4c(ccc(c24)C1=O)CC3)c1ccc(Br)cc1 | -5 | -5 | 1.4 | -18 | 2 | -1.5 | 0.2 | -1.8 | -2
Cc1ccc(OCC(=O)Nc2nnn(C)n2)c(C)c1 | -3 | -6 | 1.4 | 18 | -4 | -2.1 | -0.1 | 0.45 | -16
COc1ccc(S(=O)(=O)N2CCOCC2)cc1NC(=O)CCc1c[nH]c2ccccc12 | 1 | -11 | 0.3 | -32 | -9 | 2.2 | 1.1 | 0.027 | 0
Cn1c(=O)c2c(nc(SCC(=O)c3ccc(F)cc3)n2C)n(C)c1=O | 0 | -26 | 0.5 | -6 | -1 | -0.2 | 0.7 | x | 9
Cc1cc(NC(=S)NC(=O)c2ccco2)c2ccccc2n1 | 0 | -30 | -0.3 | -7 | 8 | -0.4 | 0.8 | 29* | -12
CCn1cc(SCC(=O)Nc2cc(C)on2)c2ccccc21 | 0 | 1 | 0.6 | 16 | 6 | -0.5 | -0.1 | 0.09 | -14
COc1cc(-c2cc(=O)c3c(O)c(OC)c(OC)c(OC)c3o2)cc(OC)c1OC | -13 | -14 | x | 31 | 1 | -9.8 | 72 | -0.23 | -23
O=C(c1cnn2c(C(F)(F)F)cc(-c3cccs3)nc12)N1CCCC1 | 0 | -4 | -1.2 | -90 | 7 | -3.0 | -0.3 | -1.2 | -9
CCS(=O)(=O)C(=C1Nc2ccccc2N1)S(=O)(=O)CC | -2 | -19 | 0.9 | -10 | 12 | -0.4 | -0.4 | -0.5 | -1
Cc1nn(CC(=O)N2CCOCC2)c(C)c1[N+](=O)[O-] | 6[fluorescence artefact?] | -18 | 1.3 | -10 | -5 | -0.8 | -0.3 | -0.23 | 8
Cc1onc(-c2ccc(Cl)cc2Cl)c1-c1csc(COc2ccccc2)n1 | 0 | -7 | -0.1 | 28 | 9 | 1.8 | -0.7 | 0.68 | -4
O=S(=O)(c1ccccc1)N(Cc1ccccc1)c1ccccn1 | 8 | -5 | -0.9 | -34 | -1 | 0.9 | 1.6 | x | x
Cc1ccc(C)c(C2=CSC3=NCCN23)c1 | 7 | 9 | 0.2 | 15 | 1 | -0.3 | -0.4 | -0.87 | 6
CCS(=O)(=O)N1CCN=C1SCc1cccnc1 | 2 | -2 | 0.7 | -22 | 1 | 0.4 | 0.2 | 0.68 | -11
O=C(O)C1CCCN1c1ncccn1 (stereo unspecified) | -1[fluorescence artefact?] | -21 | 0.7 | -20 | -1 | -1.5 | -0.4 | 0.25 | -13
CCCCn1nc2cc(C(=O)N(CC)c3ccc(OC)cc3)ccc2c1OCC | x | -10 | -0.8 | i | -2 | 0.3 | 0.7 | -0.0044 | -8
COc1ccc(-c2nnc(SCC(=O)NC(C)c3ccccc3)o2)cc1 (stereo unspecified) | 3 | 2 | 0.1 | -24 | -1 | 0.3 | 2.4 | -0.84 | -2
Cn1c(SCc2ccc(Br)cc2)nc2c(c1=O)SCC2 | -2 | 0 | 1.3 | 29 | -47 | -1.2 | -0.5 | -0.3 | -4
C=CCn1c(SCC(=O)c2[nH]c(C)c(C(C)=O)c2C)nnc1-c1ccncc1 | -1 | -2 | -0.6 | -31 | 2 | 0.8 | 0.2 | 0.34 | 4
CCOc1ccc(Cl)cc1CSc1ncn[nH]1 | -25 | 9 | 0.0 | 15 | 2 | 2.0 | 0.5 | 0.86 | 1
C/C(=C\c1ccccc1)C(=O)Nc1ccc(S(=O)(=O)Nc2ncccn2)cc1 | -3 | 7 | 0.9 | -22 | 2 | 0.7 | 6.3 | -0.027 | -4
Cc1cc(C)c2c(n1)nn1c(C3CC3)cc(C(F)(F)F)nc21 | x | x | 0.2 | x | 1 | -2.9 | -0.4 | 0.15 | x
COc1ccccc1OCC(O)Cn1c(=N)n(Cc2ccccc2)c2ccccc21 (stereo unspecified) | 5 | 6 | -1.5 | 33 | 6 | -0.7 | -0.4 | -0.1 | -43
O=C(O)c1ccc(NC(=S)Nc2ccccc2)cc1 | -5 | -17 | 0.7 | 5 | 2 | 1.7 | 0.1 | -0.69 | 0
CCN(CC)c1ccc(/C=N/NC(=O)c2ccc3nc[nH]c3c2)c(O)c1 | 2 | -12 | 1.4 | -52 | 9 | -19 | 62 | -1.2 | -4
Cc1ccc(C(C(=O)NC2CCCC2)N(C(=O)CNC(=O)c2cccs2)c2cccnc2)o1 (stereo unspecified) | -5 | -2 | 0.1 | 24 | -2 | -2.4 | -0.2 | 0.47 | -9
Cn1nnnc1SCC(=O)NCC(=O)c1ccccc1 | 4[fluorescence artefact?] | -22 | -0.2 | -8 | -2 | 1.2 | -0.2 | x | -4
CC(=O)Nc1ccc(Nc2ncnc(N)c2[N+](=O)[O-])cc1 | 1 | -2 | 1.4 | 17 | -18 | 0.7 | 1.0 | 0.56 | -16
Cc1ccc(C)c(N2CCN(S(=O)(=O)c3ccc4[nH]c(=O)c(=O)[nH]c4c3)CC2)c1 | -10 | 12 | 0.1 | -242 | 4 | -0.4 | 0.1 | 0.025 | -10
O=C(CSc1nnc(Cc2cc(=O)[nH]c(=O)[nH]2)n1-c1ccc(Cl)cc1)NCC1CCCO1 (stereo unspecified) | 1 | 8 | 2.1 | 23 | -6 | -0.7 | 0.1 | 0.63 | -2
O=C(Nc1ccc(NC(=O)C2CC2)nc1)c1cnccn1 | 1 | 0 | -0.5 | -9 | -11 | -0.4 | 28 | 0.17 | 2
O=S(=O)(Nc1ccncc1Cl)c1ccccc1 | 3 | -24 | 0.6 | 5 | -4 | -0.5 | -0.2 | 0.43 | 3
CCOC(=O)N1CCC(NC(=O)c2cccs2)CC1 | 1 | -20 | 1.2 | -15 | 17 | 0.8 | 1.0 | 0.59 | -3
COc1ccccc1NC(=O)COc1cc(Br)c(CNCCCN2CCOCC2)cc1OC | 1 | 1 | -1.8 | -1 | 7 | 6.1 | -0.3 | 0.052 | 7
O=c1cc2c(nn1Cc1c(Cl)cccc1Cl)-c1ccccc1CC2 | -18 | -5 | -1.4 | -27 | 5 | -2.4 | -0.3 | 1.2 | -4
CN1CCC(=NNC(=O)C(=O)Nc2cccc(Br)c2)CC1 | 0 | -2 | 1.3 | 21 | -3 | 0.6 | 1.8 | -0.52 | -2
CCOC(=O)C1=NNC2C(=O)N(Cc3ccccc3)C(=O)C12 (stereo unspecified) | 3 | -9 | 1.3 | 3 | -6 | 0.3 | -1.1 | 0.93 | -21
COc1ccc(C(=O)Nc2ccc(-c3ccc(C)o3)cc2)cc1S(=O)(=O)N1CCOCC1 | -4 | -24 | -0.8 | -161 | -9 | -11 | 84* | x | -17
COC(=O)c1nn(-c2nc(-c3ccc(OC)c(OC)c3)cc(C(F)(F)F)n2)cc1[N+](=O)[O-] | 0 | -2 | -0.4 | -33 | 5 | -1.1 | 0.0 | 0.89 | -8
CC(C)OC(=O)c1c(NC(=O)CCn2nnc3ccccc32)sc2c1CCCC2 | -11 | -13 | 0.6 | -37 | -2 | 1.8 | 0.5 | -0.5 | -4
CCOC(=O)C1C(c2ccccc2)C(C(=O)OCC)S(=O)(=O)C(CCN(CC)CC)S1(=O)=O (stereo unspecified) | 2 | -29 | -0.3 | -8 | x | 0.4 | 0.5 | -0.64 | 9
COc1ccc(C(=O)NCc2ccc(C)cc2)cc1S(=O)(=O)N1CCCc2ccccc21 | -12 | -10 | -0.9 | -77 | 1 | 1.3 | 0.2 | -0.67 | -4
CCCCOc1ccc(C2CC(=O)NC2=O)cc1 (stereo unspecified) | 3 | -7 | 0.0 | -2 | -7 | -1.5 | 0.1 | x | -12
Fc1ccc(-c2nnc3ccc(N4CCCC4)nn23)cc1 | 1 | 10 | 0.2 | -76 | 2 | 1.1 | 3.8 | -0.65 | -3
CCN(Cc1ccccc1)C(=O)CSc1nc(C)cc2c1C(=O)OC2 | 3 | -4 | -0.6 | 33 | -5 | -0.4 | 0.4 | x | -11

No new results follow: 3 of the compounds above.
SMILES | eIF4E-4G inh | EBV gp42 inh | PERK inhibitor | Calpain2 inh | Rad51 HR inh | TNF death inh | L929 necroptosis | KCC2 mod | MDM2 E3 inh
CC(C)OC(=O)c1c(NC(=O)CCn2nnc3ccccc32)sc2c1CCCC2 | -11 | -13 | 0.6 | -37 | -2 | 1.8 | 0.5 | -0.5 | -4
CCOC(=O)C1C(c2ccccc2)C(C(=O)OCC)S(=O)(=O)C(CCN(CC)CC)S1(=O)=O (stereo unspecified) | 2 | -29 | -0.3 | -8 | x | 0.4 | 0.5 | -0.64 | 9
COc1ccc(C(=O)NCc2ccc(C)cc2)cc1S(=O)(=O)N1CCCc2ccccc21 | -12 | -10 | -0.9 | -77 | 1 | 1.3 | 0.2 | -0.67 | -4

New compounds follow:
SMILES | eIF4E-4G inh | EBV gp42 inh | PERK inhibitor | Calpain2 inh | Rad51 HR inh | TNF death inh | L929 necroptosis | KCC2 mod | MDM2 E3 inh
O=C1C2CC=CCC2C(=O)N1Cc1nnc(-c2ccc(Cl)cc2)o1 (stereo unspecified) | -1 | -11 | 1.2 | -25 | -4 | 0.4 | 1.8 | -0.019 | -5
S=C(NCC1CCCO1)N1CCN(Cc2ccccc2)CC1 (stereo unspecified) | 4 | -6 | -0.1 | -27 | 5 | 1.4 | 6.2 | -1.6 | -5
c1ccc(-c2nccc(-c3ccc(-n4cnc5ccccc54)cc3)n2)nc1 | 2 | 4 | 0.0 | -26 | -1 | -5.1 | 0.4 | -1.6 | -7
CCOC(=O)c1c(C2CC2)csc1NC(C)=O | -8 | -13 | 0.4 | -10 | 8 | -2.0 | 0.1 | -0.93 | 4
O=c1cc(-c2ccccc2)[nH]c2ccc(F)cc12 | 2 | -15 | 1.4 | 2 | 2 | -16 | -1.0 | 0.66 | x
COc1ccc(CCN(C)CC(O)c2ccccc2)cc1OC (stereo unspecified) | -3 | -9 | 0.6 | -22 | 8 | 1.2 | 1.1 | -0.44 | -7
CCc1ccc2c(c1)cc(CN(C(=S)Nc1ccccc1)C1CC1)c1nnnn12 | -18[fluorescence artefact?] | -14 | -0.3 | 0 | -4 | -4.3 | -0.1 | -0.088 | -27
CCCN(CCC)C(=O)CC(c1ccccc1)c1cc(Br)ccc1O (stereo unspecified) | 8 | 21 | -0.2 | 74* | 5 | 1.5 | -0.1 | x | -22
O=C(O)c1cc2cc(F)ccc2[nH]1 | -3&3 | 1&0 | 1.7 | 10&-20 | 0 | 1.3 | 1.8 | 0.12 | x
COc1cc(C(=O)NNC(=O)c2ccc(NC(=O)C(C)(C)C)cc2)cc(OC)c1OC | 8 | -12 | 0.4 | -36 | 9 | 1.2 | 1.3 | -0.15 | 7

Screening data deposited in PubChem BioAssay by several laboratories.

Hits appear at their usual frequency. About 3.6% of those tested had a hit in this group.
